Screening results as filed in PubChem.
SR-BI uptake up = activators of SR-BI mediated DiI-HDL uptake, primary screen, ldlA[mSR-BI] CHO cells, DiI fluorescence; activation, % at 12.5 µM; 0.096% of 320,000 active; 3 h; 100 = double the neutral-control signal; AID 504775, 2011;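 active means mean replicate activation of at least 60% and every replicate at or above 60%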;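 further: 0% = median plate neutral-control signal and 100% = twice that signal; values of inactives mirror those of a sister screen read the other way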
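Test system: SR-BI-overexpressing, LDLR-lacking CHO cells; Also added: labelled HDL, 10 µg/mL; Measured by: bottom-read cell fluorescence after medium removal, ex 550/em 595 nm; Timing: 3 h uptake period with compound, 37 °C; Buffer or medium: F12, 0.5% BSA, 25 mM HEPES; Doses: single compound concentration, delivered by pin transfer.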
CAL PDZ FP-1 = CAL PDZ peptide-binding inhibitors, primary screen, biochemical, fluorescence polarization, Cer-tagged CAL PDZ, HTS. Golgi-associated PDZ and coiled-coil motif-containing protein (Homo sapiens), Q9HD26. purified CAL PDZ, TMR-peptide fluorescence polarization, 1 h. inhibition, % at 20 µM. 0.02% of 330,000 active. AID 504414, 2011;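 active means highest replicate inhibition of at least 40%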;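 further: plate controls were DMSO neutral control wells for no effect and unlabeled competitor peptide control wells for full effect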
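Test system: tagged CAL PDZ domain / Buffer or medium: sodium phosphate/NaCl buffer pH 7.4 with TCEP, IgG, Thesit / Reagent: TMR-labelled reporter peptide T*-PRC34 bound in PDZ groove / Compound dosing: single point, 20 µM / Schedule: 1 h incubation at room temperature before polarization reading / Technique: fluorescence polarization (mP) / Benchmarks: unlabelled peptide, DMSO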
NSD2 inh = NSD2 histone methyltransferase inhibitors, primary screen, biochemical, AlphaScreen, single concentration, set 2; Histone-lysine N-methyltransferase NSD2 (Homo sapiens), O96028; NSD2 peptide methylation, 120 min; inhibition, % at 12.5 µM; 0.54% of 310,000 active; in the data active means inhibition above about 50%
Rtt109 Vps75 = inhibitors of C. albicans Rtt109/Vps75 HAT, primary screen, biochemical, ThioGlo CoA-SH fluorescence, plate reader | 0.16% of 330,000 active | inhibition, % at 34.9 µM | purified Rtt109/Vps75, 4 h;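 active means inhibition of at least 50% in every replicate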
Target sequence (Q5AAJ8 whole entry, looked up): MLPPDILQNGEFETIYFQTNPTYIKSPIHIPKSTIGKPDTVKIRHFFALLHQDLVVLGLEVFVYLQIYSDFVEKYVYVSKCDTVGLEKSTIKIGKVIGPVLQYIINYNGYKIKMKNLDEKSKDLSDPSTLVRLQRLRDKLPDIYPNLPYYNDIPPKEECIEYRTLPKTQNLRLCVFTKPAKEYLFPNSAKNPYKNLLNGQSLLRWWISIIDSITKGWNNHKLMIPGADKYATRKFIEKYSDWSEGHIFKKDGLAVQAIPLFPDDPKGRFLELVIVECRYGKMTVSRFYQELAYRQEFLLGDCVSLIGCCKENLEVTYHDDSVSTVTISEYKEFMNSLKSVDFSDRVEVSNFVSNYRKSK
PfHsp90 set2 = growth inhibition of PfHsp90-expressing yeast, primary screen, antimalarial PfHsp90 inhibitor project, S. cerevisiae, BacTiter-Glo luminescence, single point, set 2; BacTiter-Glo ATP, 48 h; yeast lacking PDR1 and PDR3 efflux regulators; inhibition, % at 9.4 µM; 0.32% of 310,000 active;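 active means every replicate shows inhibition above about 80%, whatever the replicate mean, limit read from the data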;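 further: 0% = DMSO neutral controls and 100% = 20 µM radicicol positive controls; yeast relying on Plasmodium falciparum Hsp90 in place of its own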
PvdQ inh = P. aeruginosa PvdQ acylase inhibitors, primary screen, biochemical, fluorescence, plate reader and imaging, single point. purified PvdQ acylase. inhibition, % at 10 µM. 0.063% of 340,000 active; in the data active means inhibition above about 30%, passing the limit was not always enough;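 further: 0% = vehicle neutral wells and 100% = reference inhibitor wells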
CAL PDZ FP-2 = untagged CAL PDZ binding inhibitors, primary screen, biochemical, fluorescence polarization, HTS; Golgi-associated PDZ and coiled-coil motif-containing protein (Homo sapiens), Q9HD26; purified CAL PDZ, TMR-peptide fluorescence polarization, 1 h; inhibition, % at 24.9 µM; 0.92% of 300,000 active; AID 602252, 2012;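 active means mean inhibition of at least 30% with at least half of replicates also reaching 30%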;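 further: 0% = DMSO neutral control and 100% = excess unlabeled competitor peptide PRC23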
MITF TRPM1 HTS = activators of MITF-driven TRPM1 promoter reporter, primary screen, cell-based, SK-MEL-5, luciferase, single point | activation, % at 12.5 µM | 0.75% of 300,000 active | SK-MEL-5 TRPM1-promoter luciferase, 24 h; % of positive control, neutral wells = 0;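 active means mean activation of at least 80% with every replicate also reaching 80%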;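 further: 0% = neutral control wells and 100% = parthenolide positive control wells; values of inactives mirror those of a sister screen read the other way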
dFosB activator = activators of delta FosB homodimer, primary screen, biochemical, fluorescence polarization, TAMRA-CDK5 oligo, single point; Protein FosB (Mus musculus), P13346; purified delta FosB; percent of positive-control signal above neutral wells; activation, % at 25 µM; 0.99% of 340,000 active; AID 493131, 2011;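 active means mean activation above about 17%, with every replicate also reaching it, limit read from the data, passing the limit was not always enough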;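 further: fluorescence polarization rise as delta FosB binds a TAMRA Cdk5 AP-1 oligo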
SR-BI HDL uptake = inhibitors of SR-BI mediated HDL lipid uptake, primary screen, ldlA[mSR-BI] cells, fluorescence, single point; ldlA[mSR-BI] CHO cells, DiI-HDL uptake fluorescence, 3 h; 0.96% of 320,000 active; AID 488896, 2010; inhibition, % at 12.5 µM;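 active means mean replicate inhibition of at least 70% and a set share of replicates each scoring 70 or more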;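 further: 0% = median of neutral control wells and 100% = median of positive control wells; values of inactives mirror those of a sister screen read the other way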
Target sequence (Q61009 whole entry, looked up): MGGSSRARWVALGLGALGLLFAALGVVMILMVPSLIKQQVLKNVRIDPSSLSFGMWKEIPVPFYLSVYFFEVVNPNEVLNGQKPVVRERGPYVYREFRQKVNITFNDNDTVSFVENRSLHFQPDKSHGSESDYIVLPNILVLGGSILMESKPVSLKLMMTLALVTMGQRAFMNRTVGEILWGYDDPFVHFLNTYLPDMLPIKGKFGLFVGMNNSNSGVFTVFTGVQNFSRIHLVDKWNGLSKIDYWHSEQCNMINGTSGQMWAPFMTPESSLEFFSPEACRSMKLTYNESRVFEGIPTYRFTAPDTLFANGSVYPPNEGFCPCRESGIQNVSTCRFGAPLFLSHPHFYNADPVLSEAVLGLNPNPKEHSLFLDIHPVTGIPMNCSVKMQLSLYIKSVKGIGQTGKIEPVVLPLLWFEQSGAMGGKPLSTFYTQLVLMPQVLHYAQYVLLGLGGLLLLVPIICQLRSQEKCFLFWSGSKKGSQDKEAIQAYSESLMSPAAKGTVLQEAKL
Starred values were filed as active, the others as inactive; i = inactive; x = no result given; & = joins results of further samples.

compound	PvdQ inh	CAL PDZ FP-2	NSD2 inh	CAL PDZ FP-1	dFosB activator	SR-BI HDL uptake	Rtt109 Vps75	SR-BI uptake up	PfHsp90 set2	MITF TRPM1 HTS
NC(=O)COc1ccc2cc(-c3ccccc3)c(=O)oc2c1	-7	x	-1	-0.4	-1	4	-28	-4	14	56
CCN(CC)S(=O)(=O)c1ccc(N2CCc3cc(OC)c(OC)cc3C2)nc1	-9	50*	2	-1.1	-11	45	0	-45	-59	-4
O=C1C(Br)=C(c2ccccc2)C(c2ccccc2)=C1c1ccccc1	-3	-1	11	0.0	4	15	3	-15	-6	-77
COC(=O)c1c(C)[nH]c(C)c1-c1cccc([N+](=O)[O-])c1	-10	x	10	-0.5	-3	7	-11	-7	-17	-6
Cc1cccc2c1nc(-c1ccccc1)n1cnnc21	-13	-2	-3	x	-21	i	2	854*	x	x
Cc1csc(NC(=S)Nc2cccc(Cl)c2)n1	-2	-2	6	-1.9	-6	22	5	-22	-21	27
CCc1ccc(NC(=S)N2CCN(c3cccc(C(F)(F)F)c3)CC2)cc1	-4	-5	-6	-2.5	-3	x	-2	x	-23	x
COc1ccc(NC(=S)N(CCc2c(C)[nH]c3ccc(C)cc23)Cc2ccco2)cc1	1	x	x	-1.3	-6	14	-1	-14	12	x
C[C@@H]1C(=O)OC[C@H]1NC(=O)OCc1ccccc1	0	-1	x	-0.3	-2	-21	7	21	-4	9
COc1ccc(OC)c(CN2CCN(C(=O)CNC(=O)c3cc(C)cc(C)c3)CC2)c1	-1	-5	-1	-2.4	-4	x	-5	x	12	x
CN(C(=O)COC(=O)c1cccc(F)c1)c1ccccc1	-8	-1	-6	-2.0	-6	-7	1	7	0	18
Cc1nc2nc(SCC(=O)c3cccc([N+](=O)[O-])c3)[nH]c2cc1Br	-12	2	2	-2.2	7	-1	6	1	8	3
CCOc1ccc(NC(=O)CN(C)C(=O)c2cc(S(=O)(=O)N3CCCCC3)ccc2Cl)cc1OCC	7	-1	1	-2.4	-6	18	1	-18	-6	-3
COc1cccc(CNC(=O)CCS(=O)(=O)Cc2ccc(C)cc2)c1	-14	0	1	-0.6	-15	7	-10	-7	-12	-9
CN(C)c1cccc2c(/C=N/O)ccc(N(C)C)c12	-4	2	3	-0.6	0	4	0	-4	-13	1
Cc1ccc(CNC(=O)C(=O)NCC2OCCN2S(=O)(=O)c2ccc(Cl)cc2)cc1 (stereo unspecified)	-4	2	-1	-4.1	-10	12	-5	-12	-21	-1
COC(=O)c1cc(-c2ccc(Br)cc2)on1	92*	-8	x	0.4	-1	-19	-4	19	24	x
Cc1ccccc1NC(=O)C(C)Sc1nnc(-c2ccncc2)n1CC1CCCO1 (stereo unspecified)	-18	5	-7	-1.2	-6	-16	-1	16	-4	0
O=C(CNS(=O)(=O)c1ccccc1)NCc1cccnc1	-11	4	0	0.0	6	-38	2	38	5	11
COc1nc(OCCNS(=O)(=O)c2ccc(C)cc2)nc(N(C)C)n1	14	8	6	-1.1	-1	-10	1	10	-11	-1
CC(=O)Nc1ccc(S(=O)(=O)Nc2ccc(S(=O)(=O)Nc3nc(C)cc(C)n3)cc2)cc1	5	-4	0	-1.1	-2	x	1	x	5	-3
O=C(Cn1nnc2ccccc21)OCC(=O)c1ccccc1	1	-3	-2	0.7	-2	-15	-17	15	5	6
CCC(C(=O)N1CCOCC1)n1nc(C)c2sc3ccccc3c2c1=O (stereo unspecified)	-10	-4	x	-0.7	-9	-7	-2	7	-24	0
COc1cc(/C=N/Nc2cccc(C)c2)ccc1OC(=O)c1ccco1	-2	2	-1	-1.7	-10	-7	-2	7	5	28
O=C(O)CCC(=O)Nc1nnc(C(F)(F)F)s1	-14	-2	1	-1.1	4	-4	-17	4	11	-6
O=C(NCCCn1ccnc1)c1ccccc1Br	1	-5	1	-0.9	1	9	-4	-9	-3	-2
Oc1c(C(Nc2nc3ccccc3s2)c2ccco2)ccc2cccnc12 (stereo unspecified)	8	1	x	-1.2	-4	-10	0	10	131*	-38
COC(=O)CCCC(=O)OC	-8	5	x	0.2	4	2	-7	-2	2	x
Cc1ccc(C(=O)N(CN2CCCC2=O)c2ccc(F)cc2)cc1C	-13	0	1	-0.4	-1	8	-1	-8	15	x
COc1ccccc1C1CCN(C(=O)c2cccs2)CC1	-5	-2	16	-2.9	-2	-13	6	13	1	x
COc1ccc(S(=O)(=O)N2CCCCC2)cc1NC(=O)c1c(F)cccc1Cl	5	3	2	-4.1	-10	69	31	-69	0	-3
O=C(CN1CCCCCC1)N1c2ccccc2Sc2ccccc21	-15	x	4	-0.3	-8	-9	-2	9	6	8
N#CC1=C(N)Oc2n[nH]c(-c3ccc(F)cc3)c2C1c1ccncc1 (stereo unspecified)	-10	-2	0	-2.7	1	-19	-3	19	-13	-6
c1nc(NCCN2CCOCC2)c2c3c(sc2n1)CCCCC3	-8	x	-6	-0.6	3	-1	-7	1	x	x
Cc1ccc(Cl)cc1NC(=O)COC(=O)C12CC3CC(CC(C3)C1)C2	-15&-7	0&-1	0&-2	-1.4&0.0	0&-6	-4&3	-7&4	4&-3	-11&5	-8
COc1ccc(C(=O)Nc2oc(-c3ccccc3)c(-c3ccccc3)c2C#N)cc1OC	14	-4	-2	-0.5	-15	82*	4	-82	30	3
C/C=C(\C)c1nnc(NC(=O)C(C)C)s1	-9	-1	-1	-0.2	-1	-4	-10	4	2	12
CC(=O)Nc1ccc(S(=O)(=O)N(c2cccnc2)S(=O)(=O)c2ccc(NC(C)=O)cc2)cc1	-15	x	0	-2.7	3	-1	-7	1	x	-4
CC1CCC(NC(=O)CSc2ccc(S(=O)(=O)N(C)C)cn2)CC1 (stereo unspecified)	-10	-1	-1	-0.5	-1	-11	5	11	-8	-2
Cc1cc(C(F)(F)F)c(C#N)c(N2CCOCC2)n1	-7	x	x	-0.3	-1	4	-5	-4	-29	-10
CCCCCC(=O)NN=C1CCN(Cc2ccccc2)CC1	-10	-1	0	0.1	2	17	2	-17	20	1
O=C(COC(=O)C1CCN(S(=O)(=O)c2cccc3cccnc23)CC1)c1ccc([N+](=O)[O-])cc1	-9	-2	0	-1.3	-7	13	-6	-13	-27	-9
COc1cc(C2CC(=O)N3CN(Cc4ccco4)CSC3=C2C#N)ccc1OCc1ccccc1 (stereo unspecified)	-8	-3	x	-0.3	-10	33	-5	-33	8	x
Cc1ccc(S(=O)(=O)N2CCOC23CCN(C(=O)c2cc(Cl)ccc2Cl)CC3)cc1	-4	-5	1	-1.9	-1	45	5	-45	-88	6
Cc1cccc(Nc2nnc(SC/C(O)=C(\C#N)c3nc4ccccc4[nH]3)s2)c1C	-4	-2	1	-2.8	-3	-35	2	35	-1	20
CC(=O)Nc1ccc(S(=O)(=O)NC2=NCN(CCOC(=O)c3ccccc3)CN2)cc1	-3	-3	-4	-0.4	-2	-6	-4	6	-18	-10
N=c1nc(N)nc2n1NC(c1ccc(F)cc1)=CS2	-7	0	5	-1.7	-15	7	2	-7	1	25
O=C(Nc1ccc(Cl)c(Cl)c1)OCc1cnc(Cl)s1	-4	-1	x	-0.2	0	-2	18	2	x	2
O=C(COC(=O)c1ccccc1S(=O)(=O)N1CCCCC1)NCC(F)(F)F	0	-3	2	-0.6	-4	0	0	0	-6	2
O=C(Nc1cccc([N+](=O)[O-])c1)Nc1ccc(Cl)cn1	-2	7	-2	-0.7	2	12	2	-12	5	6
Nc1ccc(Sc2ccccc2Cl)nc1	-10	-3	x	-0.2	5	0	-35	0	-6	11
Cc1oc2c(CN3CCCCC3C)c(O)ccc2c(=O)c1-c1ccccc1 (stereo unspecified)	9	-2	3	-0.9	-10	14	-14	-14	6	0
CCOC(=O)c1c(C)[nH]c(C(=O)C(C)OC(=O)c2oc3ccccc3c2COC)c1C (stereo unspecified)	-8	0	x	-1.0	-2	1	-2	-1	7	-22
Cc1ccc(-c2ccc(=O)n(CC(=O)Nc3cccc(C(=O)N4CCN(C)CC4)c3)n2)cc1	-16	-3	8	-2.2	-4	-11	4	11	-16	-1
O=C(CSc1nnc2ccccn12)N1CCc2ccccc21	-2	-4	-5	-0.7	-1	-14	-7	14	14	47
CCOC(=O)c1c(-c2cccs2)csc1NC(=O)CN(CC)CC	-8	x	0	0.1	-2	-1	-8	1	x	9
COC(=O)Nc1ccc(Oc2ccccc2)cc1	-18	x	-2	0.5	1	-5	-8	5	x	-2
COc1ccccc1N(CC(=O)NC1CCCC1)C(=O)CCC(=O)Nc1cc(C)on1	-14	10	-2	-0.1	-10	-11	-1	11	-2	3
COc1ccccc1N1CCN(C(=O)CNC(=O)c2cn(-c3ccccc3OC)c(=O)c3ccccc23)CC1	-8	-1	0	-1.3	-2	25	-6	-25	x	15
COC(=O)CSc1nc(N2CCOCC2)c2c(c1C#N)CCCC2	-10	x	0	-0.4	-1	11	-6	-11	1	0

More results follow.
compound	PvdQ inh	CAL PDZ FP-2	NSD2 inh	CAL PDZ FP-1	dFosB activator	SR-BI HDL uptake	Rtt109 Vps75	SR-BI uptake up	PfHsp90 set2	MITF TRPM1 HTS
O=C(COc1ccccc1Cl)NC(=O)NC1CCCC1	3	0	7	-0.5	-3	3	-1	-3	4	97*
CC(C)(C)c1ncc(S(=O)(=O)c2ccc(C(F)(F)F)cn2)c(N)n1	-16	0	0	-0.5	0	-7	-5	7	6	x
CCCN(CCC)c1nc(C#N)nc(N(CCC)CCC)n1	-5	-4	-9	8.5	5	35	2	-35	11	-5
Cc1nonc1OCCCNc1ccc([N+](=O)[O-])cc1Cl	-14	x	-7	-1.0	-2	29	-5	-29	-4	58

Rows were taken by chance (roughly 4.3% active in at least one column).
